# Bioassay records as filed in PubChem BioAssay.
# TRHR PAM: qHTS for Small Molecule Agonists and Allosteric Enhancers of Human TRH Receptor: Primary Screen for Enhancers | Thyrotropin-releasing hormone receptor (Homo sapiens), P34981 | TRHR cells, fluo-8 calcium fluorescence, EC20 TRH enhancement | enhancement, % at 2 µM | actives 0.66% (n = 360,000); in the data active means enhancement above about 30%; further: 0% is about no effect
# Target sequence (P34981 whole entry, looked up): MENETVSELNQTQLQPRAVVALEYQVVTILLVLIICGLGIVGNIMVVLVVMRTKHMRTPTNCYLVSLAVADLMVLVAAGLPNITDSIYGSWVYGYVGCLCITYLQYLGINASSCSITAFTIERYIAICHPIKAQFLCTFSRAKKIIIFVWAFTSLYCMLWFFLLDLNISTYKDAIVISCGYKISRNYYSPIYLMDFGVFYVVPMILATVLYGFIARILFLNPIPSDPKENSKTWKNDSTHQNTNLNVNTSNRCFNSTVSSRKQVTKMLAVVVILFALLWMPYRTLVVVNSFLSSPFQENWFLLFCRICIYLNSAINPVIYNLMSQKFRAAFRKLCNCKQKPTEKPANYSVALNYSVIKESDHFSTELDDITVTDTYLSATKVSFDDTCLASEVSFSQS
#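 Enhancer read-out: after compound pinning and an initial kinetic agonist-mode read, an EC20 of TRH (10 nM final) was injected and fluo-8 calcium signal (Ex 480/Em 530) followed at 1 s/cycle for 100 cycles in TRHR-expressing cells.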
# D2 potentiator: HTS Assay for Positive Allosteric Modulators of the Human D2 Dopamine Receptor: Primary Screen for Potentiators | D(2) dopamine receptor (Homo sapiens), P14416 | HEK293 T-REx D2, calcium flux, EC20 dopamine potentiation | potentiation, % at 10 µM | actives 0.34% (n = 340,000) | AID 485347, 2010;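 active means potentiation over 3 SD above the plate norm, cut at about 30% in these data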; further: 0% is about no effect
# Target sequence (P14416 whole entry, looked up): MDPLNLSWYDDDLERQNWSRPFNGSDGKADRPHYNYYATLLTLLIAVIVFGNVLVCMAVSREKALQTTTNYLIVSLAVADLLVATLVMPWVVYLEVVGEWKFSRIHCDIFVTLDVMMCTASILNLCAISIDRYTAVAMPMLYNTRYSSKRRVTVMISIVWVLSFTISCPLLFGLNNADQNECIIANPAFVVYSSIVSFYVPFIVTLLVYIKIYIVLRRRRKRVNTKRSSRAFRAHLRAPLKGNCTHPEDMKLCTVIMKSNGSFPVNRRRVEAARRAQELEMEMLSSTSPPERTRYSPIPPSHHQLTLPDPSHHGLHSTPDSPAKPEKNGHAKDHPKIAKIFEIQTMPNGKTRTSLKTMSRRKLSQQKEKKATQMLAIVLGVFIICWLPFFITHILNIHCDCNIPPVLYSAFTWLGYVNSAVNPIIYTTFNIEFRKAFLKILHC
#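 Calcium flux readout, no-wash dye, 1 read/s. Inducible HEK293 Trex D2 line, overnight 30 C. Compound alone 180 s (agonist flags), then EC20 dopamine, another 180 s to score potentiation.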
# D2 antagonist: HTS Assay for Allosteric Antagonists of the Human D2 Dopamine Receptor: Primary Screen for Antagonists. inhibition, % at 10 µM. HEK293 TREx D2 cells, calcium flux, dopamine EC80. AID 485344, 2010. actives 2% (n = 340,000); in the data active means inhibition above about 30%; further: 0% is about no effect
#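 Overnight-induced (tetracycline, 30 C) HEK293 T-REx cells carrying force-coupled D2 receive a no-wash calcium dye, then compound, then EC80 dopamine at 180 s; signals are read kinetically throughout.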
# D1 potentiator: Potentiators of Human D1 Dopamine Receptor: qHTS. actives 0.036% (n = 360,000). HEK293 TREx D1 cells, calcium flux, dopamine EC20 potentiation. D(1A) dopamine receptor (Homo sapiens), P21728. potentiation, % at 10 µM; in the data active means potentiation above about 30%; further: 0% is about no effect
# RXFP1 ag: qHTS Assay for Agonists of the Relaxin Receptor RXFP1 | Relaxin receptor 1 (Homo sapiens), Q9HBX9 | Potency, µM (titrated, usually from 57.5 µM), inactives show at the top dose activation, actives largely listed as activators | actives 0.3% (n = 370,000) | HEK293T-RXFP1 cAMP TR-FRET, 30 min; response scale: percent of porcine relaxin response, buffer zero | AID 2676, 2010; active means well fitted activation curve with a large enough effect; further: potency means the concentration at half of the fitted maximal effect; on the % scale 0 is the no-effect control and ±100 the full control effect; nearly all actives have a fitted effect of over 60% in size; many of its hits are not listed in these tables
#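 HEK293T cells stably expressing RXFP1 were pretreated with the PDE4 inhibitor Ro 20174, exposed to compounds for 30 min at 37C, lysed, and cAMP was read by TR-FRET. Data normalized to buffer (basal) and 29 nM porcine relaxin (100%).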
# D1 ag: Allosteric Agonists of the Human D1 Dopamine Receptor: qHTS. D(1A) dopamine receptor (Homo sapiens), P21728. HEK293 T-REx D1 cells, calcium flux, agonist mode. activation, % at 2 µM. actives 1% (n = 360,000). AID 504660, 2011; in the data active means activation above about 30%; further: 0% is about no effect
#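 Tetracycline-induced HEK293 TREx D1 cells, force-coupled to calcium signalling, were dye-loaded with a no-wash calcium kit. Compound was pin-added after a 10 s baseline. Fluorescence was read kinetically at 1 cycle/s for 180 s, with calcium rises flagged as agonism.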
# D1 antagonist: Antagonist of Human D 1 Dopamine Receptor: qHTS; HEK293 TREx D1 cells, calcium flux, dopamine EC80; stronger effect = lower value; AID 504652, 2011; D(1A) dopamine receptor (Homo sapiens), P21728; actives 3.2% (n = 360,000); activity change, negative = inhibition, % at 10 µM; in the data active means activity change below about -30%; further: on the % scale 0 is the no-effect control and ±100 the full control effect
#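 Allosteric or orthosteric antagonism assessed as attenuation of the calcium response to EC80 dopamine, added 180 s after compound, in induced HEK293 Trex D1 cells loaded with no-wash calcium dye.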
# RXFP1 antag: qHTS Assay for Antagonists of the Relaxin Receptor RXFP1; Relaxin receptor 1 (Homo sapiens), Q9HBX9; HEK293-RXFP1, relaxin-stimulated cAMP HTRF, 30 min; stronger effect = lower value; activity change, negative = inhibition, % at 57.5 µM; actives 0.59% (n = 350,000); AID 1259400, 2018;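 active means activity change of -60% or lower, but not beyond a set lower limit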; further: on the % scale 0 is the no-effect control and ±100 the full control effect
# D2 agonist: HTS Assay for Allosteric Agonists of the Human D2 Dopamine Receptor: Primary Screen for Agonists; D(2) dopamine receptor (Homo sapiens), P14416; HEK293 T-REx D2 cells, calcium flux agonist mode; activation, % at 2 µM; actives 0.53% (n = 340,000); AID 485358, 2010;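 active means activation over 3 SD above normal in the single-dose calcium agonist read, cut at about 30% in these data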; further: 0% is about no effect
#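 HEK293 Trex D2 cells, tetracycline-induced, o/n 30 C 5% CO2; no-wash Ca dye, RT 30–90 min; 10-cycle baseline, 23 nl cpd added, kinetic Ca read 180 s; agonist hits = positive Ca response.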
# Starred values were filed as active, the others as inactive; / = not tested or not shown.
SMILES,TRHR PAM,D2 potentiator,D2 antagonist,D1 potentiator,RXFP1 ag,D1 ag,D1 antagonist,RXFP1 antag,D2 agonist
CCOc1ccccc1NC(=O)CNC(=O)c1nn(-c2ccc(OC)c(OC)c2)c(=O)c2ccccc12,-4,2,-28,-8,9.9%,-3,-16,-2,1.1
CC1(C)CC(=O)N(CC(=O)N2CCN(c3ncccn3)CC2)c2ccccc2S1(=O)=O,0,-5,-12,-2,3.1%,1,-21,16,1.7
Fc1ccc(C2C3=C(Nc4ncnn42)c2ccccc2OC3c2ccncc2)cc1 (stereo not given),0,-3,7,0,1.9%,0,4,3,2.0
O=C(Cc1cccc(C(F)(F)F)c1)NCc1cccnc1,-2,-6,-16,0,0.5%,4,3,1,0.2
O=C(NCc1ccccc1)Nc1cccn(Cc2ccc(F)cc2)c1=O,-4,-3,21,-6,-0.3%,2,8,2,-0.2
COc1ccc(Br)cc1C1NC(c2ccc3c(c2)OCO3)=CC(c2cc(Cl)ccc2O)N1 (stereo not given),-5,/,/,4,/,25,-15,/,/
CCCCCCc1cc2cc(C(=O)Nc3cccc(OC)c3)c(=O)oc2cc1O,-2,11,9,6,-0.5%,4,2,-11,7.5
COc1ccc(NCC(=O)N/N=C/C=C/c2ccccc2[N+](=O)[O-])cc1,9,3,27,-3,0.2%,2,-22,-4,-0.2
O=c1c2cc3c(cc2n(Cc2cccc(F)c2)c(=O)n1Cc1nc(-c2ccccc2)no1)OCO3,7,-15,/,-1,-1.3%,1,-2,-8,0.2
CCCOc1ccc(CC2C(=O)Nc3ccc(Br)cc32)cc1 (stereo not given),10,7,/,25,-0.3%,25,25,-20,-2.2
C=CCOc1ccc(C(=O)O)cc1Cl,0,-9,8,-6,-0.6%,1,-3,/,0.7
C=CCn1c(SCC(=O)N2CCN(CCO)CC2)nc2sc3c(c2c1=O)CCC3,3,/,/,6,1.8%,0,14,0,/
CC1CCN(C(=O)CSc2ccc(-c3ccc(F)cc3)nn2)CC1,6,5,-6,-8,0.3%,1,-4,1,-1.3
Cc1nc2ccccc2n1CCc1ccccc1,2,5,3,2,-2.7%,4,-2,-8,-1.2
Cc1ccc2c(Sc3ccc(Cl)cc3)c(C(=O)N3CCC(C)CC3)[nH]c2c1,2,-1,/,1,3.3%,3,-24,-27,/
COc1ccc(S(=O)(=O)NC2CCCCCC2)cc1C(N)=O,-4,-10,-7,-2,0.0%,2,-1,-2,-0.6
COc1ccccc1Oc1c(C)oc2c(CN(C)C)c(O)ccc2c1=O,0,2,4,-11,3.2%,1,-7,/,0.3
C/C=C/C=N/Nc1nc(-c2ccc([N+](=O)[O-])cc2)cs1,-4,-5,-11,3,-0.4%,4,-4,1,-0.2
O=S(=O)(c1ccc(-c2cc(C(F)(F)F)on2)s1)N1CCN(c2ccccc2)CC1,4,6,/,-5,13%,2,-12,-1,-0.6
CCOc1ccccc1C(=O)NCC(=O)NCC1CCCCC1,18,3,1,1,1.1%,0,-6,-14,0.5
CN(C)S(=O)(=O)c1cc(NC(=O)CNCc2ccc(F)cc2)ccc1Cl,-4,-26,44*,-3,0.8%,6,4,1,0.0
CCC1CN(C(=O)N2CCC(C(=O)N3CCN(c4ccccc4)CC3)CC2)c2ccccc2O1 (stereo not given),11,1,/,-1,-0.7%,1,-2,-11,3.8
CCOc1ccc(NC(=O)c2ccccc2SC)cc1,8,5,-8,-2,1.7%,1,-14,0,-0.5
CCCCn1c(N)c(N(Cc2ccccc2OC)C(=O)CN2C(=O)NC3(CCCC3)C2=O)c(=O)[nH]c1=O,-4,-2,12,-11,0.3%,1,-8,-1,0.6
O=C(NCCCN1CCCC1=O)C1CCC(CNS(=O)(=O)c2ccc(Cl)cc2)CC1 (stereo not given),3,-18,-12,-1,-0.7%,2,-15,1,0.6
COc1ccc(Br)cc1CNC(=O)c1cc2c(=O)n(C)c3ccccc3c2s1,-1,-3,/,2,3.5%,0,-4,0,5.3
COc1ccc(CCC(C)NCc2cc(OC)cc(OC)c2)cc1 (stereo not given),14,1,-5,-6,1.4%,8,-29,-7,0.4
Fc1ccccc1N1CCN(C(c2ccccn2)c2nnnn2C2CCCCC2)CC1 (stereo not given),6,17,-7,4,2.5%,3,23,5,0.9
O=[N+]([O-])c1ccccc1S(=O)(=O)N1CCN(c2ccccn2)CC1,3,/,/,3,0.2%,7,-12,5,/
Cn1ncc(SCc2ccccc2)c(Cl)c1=O,-2,-3,11,-2,5.0%,14,-14,5,0.0
Cc1ccccc1NC(=O)CSc1nc2ccc(NC(=O)c3cccs3)cc2s1,25,13,/,0,8.6%,9,-27,/,/
CN(Cc1ccccc1)S(=O)(=O)c1ccc(N2CCOCC2)nc1,-3,1,7,-7,-1.0%,6,2,-6,0.6
CC(C)=C1C2C=CC1C(C(=O)Nc1cccc(C)c1)C2C(=O)O (stereo not given),3,3,15,3,-0.1%,1,-5,-10,-0.5
CCn1cc(C(=O)NCC(OC)OC)c(=O)c2cc(S(=O)(=O)N3CCC(C)CC3)ccc21,8,2,5,2,-0.5%,6,-15,-3,0.4
CCCNc1cc(C)oc(=O)c1C(=O)CC,-5,/,/,-2,0.9%,2,-7,-4,/
FC(F)Sc1nc2ccccc2[nH]1,-1,7,8,-4,-1.4%,1,8,-20,-0.2
COc1ccccc1-n1cnc2cc(NC(=O)c3ccco3)ccc21,1,-11,-6,-5,-3.5%,-2,-11,-21,-2.1
CCCCN1CCc2c([nH]c3ccc(C)cc23)C1=O,1,5,-29,-2,2.3%,4,10,0,0.6
Cc1ccc(C)c(CSc2nnc(-c3cccs3)n2Cc2ccco2)c1,-4,4,-19,1,3.3%,8,-10,-13,-0.1
COc1ccc(N2CCN(C(=O)c3cn(C)c(=O)c4c3c3ccccc3n4C)CC2)cc1,4,7,0,4,0.8%,2,8,0,-0.4
CCCCCC(=O)Nc1ccc(-c2cn3cccnc3n2)cc1,4,2,0,-2,14%,1,-2,-18,0.0
COc1ccc(N2CCN(C(=O)C3Cc4ccccc4CN3C(=O)c3ccccc3)CC2)cc1 (stereo not given),4,-9,9,-1,-0.6%,2,-2,-8,0.0
COc1ccc(N2CCN(C(=O)Cn3c(=O)[nH]c4ccsc4c3=O)CC2)cc1,2,28,1,-3,-0.8%,0,-2,-2,-0.7
COc1ccc(/C=C/CN2CCC(n3nccc3NC(=O)C3CC3)CC2)cc1,1,0,12,3,0.0%,6,1,-18,-0.4
Cc1cc(C)n2nc(-c3sccc3-n3cccc3)cc2n1,-6,14,13,0,4.0%,6,4,-8,0.0
O=C(CC(Sc1ccc(Br)cc1)C(=O)O)c1ccc(Br)cc1 (stereo not given),4,6,16,-4,0.4%,3,1,/,0.4
CC(=O)Nc1ccc(N2C(=O)CSC2c2ccc([N+](=O)[O-])cc2)cc1 (stereo not given),-8,-7,7,-9,0.0%,3,1,-13,1.1
COc1ccc(C)cc1NC(=O)C1CCN(C(=O)c2ccco2)CC1,-6,-4,25,7,-2.1%,0,3,-23,-0.5
Cc1ccc([N+](=O)[O-])c(OCCCNCC(C)O)c1 (stereo not given),2,0,-20,-6,-1.3%,0,/,-14,-0.4
Cc1cccc(C)c1NC(=O)CNC(=O)c1cncc(Br)c1,-14,-6,15,1,-1.1%,1,-4,-3,0.0
# Next section:
SMILES,TRHR PAM,D2 potentiator,D2 antagonist,D1 potentiator,RXFP1 ag,D1 ag,D1 antagonist,RXFP1 antag,D2 agonist
Nc1nc(NCC2CCCO2)nc(NCC2CCCO2)c1[N+](=O)[O-] (stereo not given),7,-24,-8,-1,4.3%,-2,0,-1,-0.2
COc1ccc(S(=O)(=O)N2CCC(NC(=O)OCc3c(Cl)cccc3Cl)CC2)cc1,8,5,35*,0,-0.3%,3,2,-1,1.3
Cc1ccc(C)c(CN2C(=O)c3ccccc3S(=O)c3ccc(C(=O)NCc4ccccc4)cc32)c1 (stereo not given),-2,16,/,1,-3.2%,5,-1,/,0.0
COc1cc(NCCCCCCCN)c2ncccc2c1,3,5,21,-7,-2.5%,19,8,-3,0.4
C/C(=N\NC(=O)Cn1ccc(C(F)(F)F)n1)c1ccc(N2CCOCC2)cc1,-2,-17,27,5,2.6%,2,1,-6,-0.2
Cc1ccc(S(=O)(=O)NCc2ccc3[nH]c(C)cc3c2)cc1,17,-6,2,3,1.1%,7,-27,0,-1.4
CCOC(=O)c1sc2nc(SCC(=O)NCc3ccco3)n(Cc3ccccc3)c(=O)c2c1C,5,4,-10,-7,5.6%,2,-21,-5,0.4
O=C1CC(C(=O)N2CCc3ccccc32)CN1c1ccc(F)cc1 (stereo not given),2,/,-5,-8,2.2%,-1,-10,3,7.6
C=CCc1cccc2cc(C(=O)Nc3cccc(C(=O)O)c3)c(=O)oc12,0,0,-6,3,2.3%,1,7,2,0.5
O=C1c2ccccc2NC(c2cccs2)N1NS(=O)(=O)c1ccccc1 (stereo not given),-6,3,7,-1,4.7%,1,-6,-5,0.2
CCOc1ccccc1CNC(=O)CCC(=O)N1CCSc2ccccc21,4,1,/,-2,0.2%,6,1,16,-0.2

# Four compounds picked at random from those above, as already listed:
SMILES,TRHR PAM,D2 potentiator,D2 antagonist,D1 potentiator,RXFP1 ag,D1 ag,D1 antagonist,RXFP1 antag,D2 agonist
O=C1CC(C(=O)N2CCc3ccccc32)CN1c1ccc(F)cc1 (stereo not given),2,/,-5,-8,2.2%,-1,-10,3,7.6
CCOC(=O)c1sc2nc(SCC(=O)NCc3ccco3)n(Cc3ccccc3)c(=O)c2c1C,5,4,-10,-7,5.6%,2,-21,-5,0.4
CCOc1ccccc1CNC(=O)CCC(=O)N1CCSc2ccccc21,4,1,/,-2,0.2%,6,1,16,-0.2
Nc1nc(NCC2CCCO2)nc(NCC2CCCO2)c1[N+](=O)[O-] (stereo not given),7,-24,-8,-1,4.3%,-2,0,-1,-0.2

# A portion of the library, so the mix of outcomes need not match the whole.
